Source: PubChem BioAssay (National Center for Advancing Translational Sciences (NCATS))
RORgamma inh: inhibitors of mouse ROR gamma transcriptional activity; 310,000 tested, 5.4% active; Drosophila S2 Gal4-RORgamma UAS-luciferase reporter, 20 h; AID 2551; P51450; Potency, µM (doses to about 53.6 µM), without a hit: at the highest dose activity change, negative = inhibition, usual class: inhibitors; also: potency is read from the fitted curve at half-maximal effect; % is scaled to controls: 0 for no effect and ±100 for the full control effect; nearly all actives have a fitted effect of over 60% in size
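Read-out: Photinus luciferase luminescence; inhibitors lower reporter signal. Insect Schneider cells with Gal4-ROR gamma fusion under metallothionein promoter, UAS reporter; 700 uM final copper sulfate induction, 20 hr, ambient temperature.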
FBPA coupling cs: counter-screen for Giardia aldolase inhibitors: coupling enzyme system | coupling enzyme system counterscreen, AmpLite Red fluorescence | AID 2472 | activity change, negative = inhibition, % at 58.2 µM, hits read low | 290,000 tested, 0.67% active; in the data active = activity change below about -30%; also: % is scaled to controls: 0 for no effect and ±100 for the full control effect
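Final compound at 57.5 uM, incubated 10 min at RT with coupling enzyme reagent (glyceraldehyde-3-phosphate), then 20 min with substrate and AmpLite Red detection. Fluorescence read at 525/598 nm; tests interference with the coupling assay, not aldolase inhibition.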
VP16 counter: Gal4-VP16 reporter inhibition counter-screen; 310,000 tested, 3.5% active; Drosophila S2 Gal4-VP16 UAS-luciferase, luminescence, 20 h; Potency, µM (highest dose often 53.6 µM), inactives show at the top dose activity, negative = inhibition, actives largely listed as inhibitors;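 also: Gal4-VP16 expression switched on by copper sulfate through the metallothionein promoter; potency is read from the fitted curve at half-maximal effect; % is scaled to controls: 0 for no effect and ±100 for the full control effect; nearly all actives have a fitted effect of over 50% in size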
Tb PFK block: blocks T. brucei phosphofructokinase; O15648; 330,000 tested, 0.17% active; Potency, µM (titrated, usually from 57.5 µM), inactives show top-dose activity, negative = inhibition, actives largely listed as inhibitors; T. brucei PFK, ADP-Glo luminescence;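 also: potency is read from the fitted curve at half-maximal effect; 0% = uninhibited 1x PFK enzyme wells and -100% = no-enzyme wells; nearly all actives have a fitted effect of over 60% in size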
Target sequence (O15648 whole entry, looked up): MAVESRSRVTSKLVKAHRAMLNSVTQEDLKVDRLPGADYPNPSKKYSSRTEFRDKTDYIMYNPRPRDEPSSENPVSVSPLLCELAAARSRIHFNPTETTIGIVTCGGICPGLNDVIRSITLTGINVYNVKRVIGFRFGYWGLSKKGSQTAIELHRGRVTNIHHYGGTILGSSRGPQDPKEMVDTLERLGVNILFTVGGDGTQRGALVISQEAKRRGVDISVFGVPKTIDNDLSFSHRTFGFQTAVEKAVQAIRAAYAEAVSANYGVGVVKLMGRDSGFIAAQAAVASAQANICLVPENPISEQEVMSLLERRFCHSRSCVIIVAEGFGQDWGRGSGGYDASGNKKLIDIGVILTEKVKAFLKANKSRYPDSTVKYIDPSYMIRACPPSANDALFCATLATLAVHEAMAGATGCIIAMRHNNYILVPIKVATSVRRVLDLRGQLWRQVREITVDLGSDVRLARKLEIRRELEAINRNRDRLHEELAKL
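Activity is normalized to no-enzyme wells (full inhibition) and 1.25 nM enzyme wells (no inhibition). Reaction: 0.5 mM F6P, 0.1 mM ATP, 45 min RT, ADP-Glo luminescence; concentration-response curves fitted and classed by quality.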
ELG1 genotoxic: inducers of genotoxicity in HEK293T ELG1-luciferase cells | HEK293T ELG1-luciferase reporter, luminescence, 16 h | 330,000 tested, 1.3% active | Potency, µM (doses to about 46 µM), for the others: top-dose activity change, positive = activation, actives largely listed as activators; also: potency is read from the fitted curve at half-maximal effect; % of control where 0% means no effect; nearly all actives have a fitted effect of over 60% in size
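Screening used a luciferase reporter fused to human ELG1 in HEK293T cells. Luminescence was read on a CCD plate imager after 16 hr exposure and 30 min ONE-Glo incubation.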
uPA surface inh: inhibitors of cell surface uPA generation; cell surface uPA generation assay, qHTS; Potency, µM (series often up to 38.3 µM), for the others: at the highest dose activity change, negative = inhibition, usual class: inhibitors; 330,000 tested, 0.31% active; active = well fitted inhibition curve with a large enough effect; inconclusive = small, poorly fitted or top-dose-only effect; inactive = no such curve, though single readings can be large or run the other way; tested in mouse RAW 264.7 cells; also: potency is read from the fitted curve at half-maximal effect; % is scaled to controls: 0 for no effect and ±100 for the full control effect; nearly all actives have a fitted effect of over 55% in size
NPC1 promoter act: activates the NPC1 promoter. Huh7 NPC1 promoter luciferase reporter, 24 h. Potency, µM (highest dose often 9.22 µM), for the others: at the top dose activation, hits mostly activators. 320,000 tested, 2.4% active;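 also: potency is read from the fitted curve at half-maximal effect; % of control where 0% means no effect; nearly all actives have a fitted effect of over 60% in size; reporter is driven by a mutant NPC1 promoter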
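Quantitative HTS used a cell-based reporter: Huh7 cells stably bearing the NPC1 promoter upstream of luciferase were treated with compounds for 24 h, and promoter activation was read as luminescence.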
FLuc modulator: firefly luciferase modulation, counter-screen for miR-21 project | P08659 | purified FLuc, Km substrates, luminescence inhibition | Potency, µM (titrated, usually from 57.5 µM), for the others: top-dose activity change, negative = inhibition, hits mostly inhibitors | 360,000 tested, 6.9% active;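 also: potency is read from the fitted curve at half-maximal effect; plate controls were vehicle for no effect and reference inhibitor for full effect; nearly all actives have a fitted effect of over 55% in size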
Target sequence (P08659 whole entry, looked up): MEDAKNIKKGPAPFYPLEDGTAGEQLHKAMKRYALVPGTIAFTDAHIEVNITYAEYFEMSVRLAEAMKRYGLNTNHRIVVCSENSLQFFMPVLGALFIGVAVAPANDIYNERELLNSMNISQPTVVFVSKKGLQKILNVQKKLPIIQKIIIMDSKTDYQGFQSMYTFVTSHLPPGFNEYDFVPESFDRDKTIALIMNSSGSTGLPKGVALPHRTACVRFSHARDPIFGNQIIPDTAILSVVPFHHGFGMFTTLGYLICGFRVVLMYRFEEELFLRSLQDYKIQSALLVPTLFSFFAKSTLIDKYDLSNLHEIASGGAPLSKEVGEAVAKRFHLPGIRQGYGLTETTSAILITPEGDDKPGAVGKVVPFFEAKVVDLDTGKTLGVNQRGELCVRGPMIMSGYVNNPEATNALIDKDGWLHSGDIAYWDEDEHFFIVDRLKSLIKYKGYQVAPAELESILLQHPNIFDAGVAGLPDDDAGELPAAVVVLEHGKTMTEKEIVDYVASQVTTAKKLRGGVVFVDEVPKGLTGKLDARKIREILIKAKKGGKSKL
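Purified P. pyralis luciferase, 10 nM final, with Km-level 10 uM D-luciferin and 10 uM ATP in 50 mM Tris acetate pH 7.5, 10 mM Mg acetate, 0.01% Tween-20, 0.05% BSA; 6-point qHTS titration about 60 µM downward; luminescence read.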
KCNH2 3.1 inh: blocks the human KCNH2 3.1 channel isoform; 340,000 tested, 0.95% active; U2OS KCNH2 3.1, thallium flux FluxOr; active compounds read low; activity change, % (tested at about 1.8 µM); AID 720553;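 active = maximum activity change below -70%; inconclusive = maximum activity change from -70% to -50%; inactive = maximum activity change above -50%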;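 also: thallium influx rate constant from kinetic fluorescence after stimulation buffer; % is scaled to controls: 0 for no effect and ±100 for the full control effect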
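We transduce U2OS cells with the mutant 3.1 virus, culture them overnight, load FluxOr with Red40 quencher for 45 min, then add stimulation buffer and read kinetically for 2 min to derive a normalized rate constant.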
Rab9 promoter act: activates the Rab9 promoter; Huh7 Rab9 promoter-luciferase reporter, luminescence, 24 h; Potency, µM (top dose mostly 9.22 µM), without a hit: at the top dose activation, negative = inhibition, most hits filed as activators; 320,000 tested, 2.8% active; AID 485297; also: potency is read from the fitted curve at half-maximal effect; % of control where 0% means no effect; nearly all actives have a fitted effect of over 60% in size
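Huh7 cells stably carrying a Rab9 promoter-luciferase reporter, 1500 cells per well in OP-MEM I with 10% FBS, treated with compound 24 hours at 37C. Luciferase activity read by luminescence after 10 minutes with Amplite reagent.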
Giardia killer: kills Giardia lamblia; AID 540267; activity change, % at 7.66 µM, hits read low; 340,000 tested, 0.15% active; Giardia lamblia trophozoite viability; in the data active = activity change below about -80%; inconclusive = between about -30% and that limit;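 also: parasites exposed to compound for two days anaerobically before the ATP read; % is scaled to controls: 0 for no effect and ±100 for the full control effect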
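Trophozoites 100 cells/well + cpd; 48 hrs, 37 deg C, anaerobic. ATPLite 1-Step added, 15-30 min RT, luminescence read (ATP-based viability).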
* = called active by the depositor; ? = inconclusive; / = not tested or not shown; [ ] = dose if it differs, or a comment. Unless noted, calls follow the shape of the dose curve; as a rule, active = well fitted curve in the direction sought with a large enough effect; inconclusive = small, poorly fitted or top-dose-only effect, or another doubt; inactive = no such curve, though single readings can be large; an effect the other way counts as inactive or inconclusive.

SMILES	RORgamma inh	FBPA coupling cs	VP16 counter	Tb PFK block	ELG1 genotoxic	uPA surface inh	NPC1 promoter act	FLuc modulator	KCNH2 3.1 inh	Rab9 promoter act	Giardia killer
COC(=O)c1ccc(CSc2nc3ccc(S(=O)(=O)N4CCOCC4)cc3[nH]2)cc1	24.2%	-5.2	-3.7%	0.1%	-0.4%	0.3%	-0.5%	-19.8%	-6.6	-8.8%	0.5
O=S(=O)(NC1CCCC1)c1cc(F)ccc1F	42.1%	/	-4.4%	-0.8%	-7.1%	-7.7%	-6.4%	0.3%	-6.2	-2.8%	3.5
COc1ccc(S(=O)(=O)N2CC(C)N(S(=O)(=O)c3ccc(OC)cc3)CC2C)cc1 (stereo not given)	0.4%	0.5	2.5%	-5.6%	-3.3%	2.7%	1.3%	4.5%	0.1	-2.3%	7.0
CC(C)NC(=O)c1ccccc1NC(=O)CCc1ccccc1	14.0%	1.2	-9.4%	-9.9%	-4.7%	0.7%	-0.8%	0.4%	-16.3	-6.5%	-7.5
CC1(C)CC(=O)C(C=NCC2CCN(C(=S)Nc3cccc(Cl)c3)CC2)=C(O)C1	28.2%	0.2	25.9%	0.3%	-6.6%	-3.3%	-5.3%	-0.4%	-0.9	-1.2%	-7.1
COCCN(C(=O)COC(=O)CCc1ccccc1OC)c1c(N)n(Cc2ccccc2)c(=O)[nH]c1=O	/	/	/	2.3%	12.8%	-5.4%	-0.8%	-1.0%	-3.4	0.0%	14.4
O=S(=O)(c1cccc(-c2csc(-c3ccccc3)n2)c1)N1CCOCC1	-5.2%	-1.5	-0.5%	-9.0%	0.2%	-1.7%	6.9%	-18.2%	2.1	7.0%	6.2
COc1ccc(C2CC(c3cccc(Cl)c3)n3nc(N)nc3N2)cc1 (stereo not given)	?	-1.8	-2.0%	-9.6%	-5.4%	-2.6%	-0.2%	-1.5%	-9.5	1.6%	-2.2
CC(=O)c1ccc(NC(=O)COC(=O)c2c[nH]c3ccccc23)cc1	/	/	/	-0.2%	3.1%	9.7%	-3.3%	-1.7%	35.2	-1.3%	-2.9
Oc1ccccc1C1=Nc2ncnn2C(c2ccccc2)C1 (stereo not given)	-21.4%	9.1	7.5%	-1.4%	-4.6%	/	17.8%	-13.3%	-3.3	-6.0%	-4.4
Cc1cc(C)cc(OCc2nnc(SCC(=O)OC3CCCCC3)o2)c1	0.7%	0.2	0.6%	-6.9%	4.3%	-0.2%	3.3%	0.7%	19.9	-4.8%	6.1
CC1CN(S(=O)(=O)c2ccc(NC(=O)CCN3C(=O)c4ccccc4C3=O)cc2)CC(C)O1 (stereo not given)	1.9%	4.6	-8.5%	-2.2%[0.46 µM]	1.1%	3.9%	-2.1%	-0.2%	-10.3	2.1%	10.8
Nc1ccnc(C(F)(F)F)c1C(=O)c1ccccc1	0.3%	1.6	-0.4%	-1.6%	-0.4%	4.4%	-3.8%	9.6%	-3.1	-5.2%	-5.4
CC(C)Oc1ccc(C(=O)N/N=C/c2ccc(-c3ccc(S(=O)(=O)Nc4ncccn4)cc3)o2)cc1	36.1%	8.2	2.2%	4.2%	-1.1%	2.6%	6.6%	26.9µM*	-2.8	9.5%	-3.0
COc1ccc(C(=O)NN=C2CCCC2)cc1	-30.1%	4.0	-1.0%	-5.8%	-0.3%	-2.6%	-4.3%	0.6%	4.7	4.3%	-14.6
COc1ccc(F)c(CN2CCN(CCc3ccccc3)C(CCO)C2)c1 (stereo not given)	22.5%[1.91 µM]	1.6	2.0%	5.6%	-3.3%	-4.7%	-0.6%	0.3%	-23.2	13.7%	-5.9
CCOC(=O)c1cc2occc2n1CC(=O)NC1CCC(C)CC1 (stereo not given)	3.8%[10 µM]	-0.3	-0.3%	1.8%	-0.7%	-8.7%	-3.8%	0.7%	0.4	1.4%	11.4
CCCc1nc2c(nnn2Cc2ccccc2Cl)c(=O)[nH]1	-11.9%	0.1	-4.9%	-5.1%	0.6%	7.0%	-0.8%	-7.7%	-5.5	-1.5%	7.0
CNC(=S)Nc1cccc(C(=O)OC)c1	?	-12.3	-4.5%	1.2%	17.8%	-2.3%	3.55µM*	-3.3%	9.7	2µM*	-18.6
Cc1ccc(S(=O)(=O)N2CCN(C(=O)c3cc(S(=O)(=O)N(C)C)ccc3N3CCCC3)CC2)cc1	/	/	/	0.0%	-1.5%	-12.1%	-2.5%	4.1%	-5.8	0.0%	26.6
COc1cccc(NC(=O)COC(=O)c2nc3nccc(C)n3n2)c1	31.8%	-2.4	-16.8%	2.6%	2.9%	/	-4.7%	4.4%	-3.5	-2.9%	-23.7
O=C(CCCCl)Nc1c2c(nn1-c1ccccc1)CSC2	-10.9%	-0.1	3.4%	1.9%	0.6%	6.3%	1.0%	0.8%	7.7	-1.1%	7.2
CC(=O)N[C@H]1C[C@@H]1c1ccccc1	-14.7%	0.5	1.8%	-17.2%	1.0%	-8.0%	1.4%	-1.5%	0.6	19.7%	-0.6
CC(C)N(Cc1nnc(-c2ccccc2Cl)o1)C(=O)c1cccc(C#N)c1	18.7%	2.2	-4.8%	-1.3%	-1.5%	/	0.1%	9.9%	/	0.8%	/
CC(=O)Cn1c(CN2CCN(C(=O)c3ccco3)CC2)nc2c1c(=O)n(C)c(=O)n2C	0.0%	-0.8	-4.0%	-1.1%	3.8%	-14.4%	-2.7%	1.4%	-14.5	-1.6%	-0.7
COc1ccc(C(c2c(C)[nH]n(-c3ccccc3)c2=O)c2c(C)[nH]n(-c3ccccc3)c2=O)cc1OC	20.2%	4.0	-1.2%	0.0%	-0.2%	1.1%	-0.1%	19µM*	6.5	-6.4%	2.4
Cc1ccc(S(=O)(=O)NCC(=O)OCCOc2ccc(Br)cc2)cc1	/	/	/	-4.2%	0.7%	-1.4%	/	/	3.5	/	14.6
Cc1ccnc(NC(=O)CCC(=O)N(CC(=O)NC(C)(C)C)Cc2ccc3c(c2)OCO3)c1	9.7%	2.1	-0.5%	0.0%	-0.5%	/	-4.5%	1.2%	-0.8	-1.4%	-18.1
CCc1cc2cccc(C)c2nc1SCC(=O)NC1CCCC1	-3.7%	6.5	-8.3%	-5.8%	2.0%	-6.5%	-0.9%	-1.5%	-20.4	-7.2%	5.8
COc1ccc(C)cc1Nc1n[n+](C)c(-c2ccc(O)cc2O)s1	-29.6%	0.7	1.3%	0.0%	3.7%	1.0%	-1.2%	0.1%	6.3	-10.5%	8.2
CC(C)N(C(=O)C(F)(F)F)C(C(=O)NC1CCCCC1)c1ccncc1 (stereo not given)	-8.2%	-0.9	6.8%	4.5%	4.1%	1.2%	-1.7%	-0.5%	-16.1	-2.4%	2.3
CN(C)c1ccc(S(=O)(=O)N(C)C)cc1NC(=O)Cc1cccc2ccccc12	?	-10.3	-14.1%	2.0%	-18.5%	2.7%	0.7%	2.9%	-2.8	0.4%	-2.2
CC(=O)Nc1ccc(NC(=O)c2cccc(C(=O)OC(C)C)n2)cc1	-22.7%	2.4	11.8%	1.7%	-0.7%	-0.7%	-4.9%	?	1.0	-4.6%	-4.2
O=C(CC1SC(=Nc2ccccc2)N(CCCO)C1=O)Nc1ccc(Cl)cc1 (stereo not given)	-0.2%	2.8	4.2%[0.365 µM]	4.4%	-32.5%[inhibitor]	19.3%	-0.8%	1.0%	-7.4	-6.7%	5.4
Cc1cc(C)nc(SCc2nnc(SCC(=O)O)n2-c2ccccc2)n1	-10.6%	8.4	3.1%	-1.6%	0.6%	0.4%	-1.4%	-16.1%	-3.4	-2.7%	13.1
Nn1c(SCC(=O)N2CCCCCC2)nnc1-c1ccncc1	4.7%	4.9	4.5%	1.2%	0.3%	/	-2.7%	1.7%	21.4	-2.2%	-8.3
Cc1ccc(NC(=O)COC(=O)C2COc3ccccc3O2)cc1 (stereo not given)	/	/	/	-4.8%	0.1%	8.5%	-5.3%	3.5%	-4.1	-3.4%	-11.0
CCCCC(=O)Nc1ccc(C(=O)NCCc2ccc(S(N)(=O)=O)cc2)cc1	0.4%	1.9	6.9%	0.9%	12.2%	6.2%	-0.5%	-8.8%	18.9	2.7%	-14.2
Cc1nn(C)c(C(=O)N/N=C/c2cccnc2)c1Br	-0.7%	/	-14.9%	1.6%	3.3%	2.1%	-0.5%	-3.0%	-2.6	9.9%	-24.5
CCC(C)c1ccc(OCCn2cc(/C=N/NC(=O)CSc3nnc(C)s3)c3ccccc32)cc1 (stereo not given)	?	-7.0	22.4µM*	-0.3%	-8.9%	2.8%	7.2%	-1.6%	-0.5	2.1%	-9.5
CCN1C(=O)/C(=C/c2nc3ccccc3c(=O)n2-c2ccc(C)cc2)c2ccccc21	?	0.1	-21.7%	0.0%	10.3%	-1.9%	-6.7%	5.9%	-5.5	-7.5%	-20.3
